Compound activity from PubChem.
Abeta yeast res: qHTS for compounds that reverse cellular toxicity of Amyloid beta (A-beta) peptide in yeast: Primary Screen | 0.063% of 410,000 active | yeast expressing A-beta42, growth rescue, OD600, 48 h; response scale: 0% DMSO, 100% iron-clioquinol control | Potency, µM (doses to about 46.1 µM), inactives show top-dose growth rescue, hits mostly activators; note: potency is the fitted concentration of half-maximal effect; nearly all actives have a fitted effect of over 55% in size
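Yeast A-beta toxicity model in growth medium with pinned compounds, 48 h at 30 C; growth read as absorbance at 600 nm. Normalized to FeCl3/clioquinol equimolar mix (positive) and DMSO (negative).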
WRN inhibitor: qHTS for Inhibitors of WRN Helicase. Bifunctional 3'-5' exonuclease/ATP-dependent helicase WRN (Homo sapiens), Q14191. WRN helicase unwinding, fluorescent forked duplex, kinetic. Potency, µM (highest dose often 114 µM), for inactives: top-dose activity change, negative = inhibition, hits mostly inhibitors. 0.46% of 360,000 active; note: potency is the fitted concentration of half-maximal effect; % is set by controls: 0 for no effect and ±100 for the full control effect; nearly all actives have a fitted effect of over 55% in size
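Kinetic red-fluorescence monitoring (525/598 nm) tracks WRN helicase activity after 100 nM fluorophore-quencher forked duplex and 2 mM ATP are added to 20 nM enzyme pretreated 15 min at room temperature with compound.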
FUS yeast rescue: qHTS for Suppressors of FUS Proteinopathy: Primary screen using FUS-linked yeast assay; S. cerevisiae FUS-expressing, growth rescue, OD600, 24 h; Potency, µM (highest dose often 76.6 µM), for inactives: at the highest dose growth rescue (activation), actives largely listed as activators; 0.24% of 390,000 active;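 note: potency is the fitted concentration of half-maximal effect; plate controls were DMSO vehicle for no effect and reference control for full effect; nearly all actives have a fitted effect of over 55% in size; some results filed as inactive show a strong effect at the top dose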
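Cultures pregrown in 2.5% raffinose medium are shifted to minimal medium containing 2% galactose to express toxic FUS. Compounds are tested at several concentrations. After 24hr at 30C, growth is quantified at 600 nm absorbance.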
PI5P4K alpha inh: qHTS for Inhibitors of phosphatidylinositol 5-phosphate 4-kinase (PI5P4K). Phosphatidylinositol 5-phosphate 4-kinase type-2 alpha (Homo sapiens), P48426. max response, %. PI5P4Kalpha enzyme, ADP-Glo luminescence, 60 min; hits give low values. 1.2% of 330,000 active. AID 652105, 2013; active = max response of -50% or lower; inconclusive = between -30% and -50%; inactive = -30% or higher; note: value at the top dose of about 77 µM; % is set by controls: 0 for no effect and ±100 for the full control effect
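Reactions run in 0.038 M HEPES pH 7.4, 0.28 mM EGTA, 0.1% CHAPS and 5% DMSO, with PI5P4Kalpha, substrate, compound and 5 microM ATP final, one hour at room temperature. Readout is ADP-Glo luminescence.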
EPAC1 agonist: qHTS for Agonist of cAMP-regulated guanine nucleotide exchange factor 3 (EPAC1): primary screen | EPAC1 agonist qHTS, biochemical assay; response scale: 100% = response to 6.5 mM cAMP | Potency, µM (titrated, usually from 154 µM), for the others: at the top dose activation, hits mostly activators | 0.073% of 360,000 active | AID 720707, 2013; note: potency is the fitted concentration of half-maximal effect; nearly all actives have a fitted effect of over 60% in size
Target sequence (O95398 whole entry, looked up): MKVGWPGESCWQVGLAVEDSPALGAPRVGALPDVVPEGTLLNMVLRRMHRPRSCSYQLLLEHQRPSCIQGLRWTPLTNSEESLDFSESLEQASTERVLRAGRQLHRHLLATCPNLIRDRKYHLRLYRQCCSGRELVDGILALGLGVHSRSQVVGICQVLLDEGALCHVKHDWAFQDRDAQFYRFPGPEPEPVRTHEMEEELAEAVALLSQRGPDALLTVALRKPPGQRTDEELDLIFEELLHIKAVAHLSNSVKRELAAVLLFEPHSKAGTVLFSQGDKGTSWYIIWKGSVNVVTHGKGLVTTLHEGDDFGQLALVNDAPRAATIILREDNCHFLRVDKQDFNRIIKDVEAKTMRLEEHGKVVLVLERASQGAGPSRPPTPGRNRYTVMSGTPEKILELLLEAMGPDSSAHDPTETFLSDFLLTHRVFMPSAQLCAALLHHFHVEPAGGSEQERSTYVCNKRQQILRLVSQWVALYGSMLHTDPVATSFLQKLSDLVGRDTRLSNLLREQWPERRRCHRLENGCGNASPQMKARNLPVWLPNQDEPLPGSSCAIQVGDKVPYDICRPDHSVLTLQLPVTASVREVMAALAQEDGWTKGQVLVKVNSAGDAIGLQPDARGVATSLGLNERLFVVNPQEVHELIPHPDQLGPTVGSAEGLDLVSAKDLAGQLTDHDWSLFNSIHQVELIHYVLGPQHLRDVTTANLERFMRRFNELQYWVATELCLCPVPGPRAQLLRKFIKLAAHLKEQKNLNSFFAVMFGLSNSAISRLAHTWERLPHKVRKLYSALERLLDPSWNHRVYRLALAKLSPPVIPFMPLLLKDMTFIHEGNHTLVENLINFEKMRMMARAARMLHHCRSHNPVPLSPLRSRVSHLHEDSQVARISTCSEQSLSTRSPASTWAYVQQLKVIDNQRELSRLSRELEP
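Nucleotide exchange by EPAC1 (100 nM) on Rap1B–BODIPY-GDP (250 nM) in the presence of 50 uM GDP is tracked fluorescently at 480/540 nm over 30 min. Signals are normalized to a 6.5 mM cAMP control.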
IL2 activator: qHTS of IL-2 Activators; IL-2 activation reporter assay, cell-based qHTS; stimulated with anti-CD3/CD4/CD28 beads; in transgenic mouse T cells; activation, % (series mostly up to about 46 µM); 0.065% of 360,000 active; in the data active = activation above about 50%; inconclusive = mostly about 30% to 49%; note: 0% is about no effect
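Using fluorescent plate cytometry, EGFP and DsRed are detected in transgenic mouse T cells stimulated 18 h at 37 degrees C with antibody-coated beads after 60 min compound pretreatment.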
EPAC1 antagonist: qHTS for Antagonist of cAMP-regulated guanine nucleotide exchange factor 3 (EPAC1): primary screen; AID 720709, 2013; 0.14% of 360,000 active; EPAC1 GEF assay, Rap1b-BODIPY-GDP exchange fluorescence; Potency, µM (top dose mostly 115 µM), for inactives: at the highest dose activity change, negative = inhibition, actives largely listed as inhibitors; Rap guanine nucleotide exchange factor 3 (Homo sapiens), O95398;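 note: potency is the fitted concentration of half-maximal effect; plate controls were vehicle for no effect and positive control for full effect; nearly all actives have a fitted effect of over 50% in size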
PLK1 PBD block: qHTS for Inhibitors of PLK1-PDB (polo-like kinase 1 - polo-box domain): Primary Screen | Plk1 PBD binding of FITC phosphopeptide, fluorescence polarization | Potency, µM, without a hit: max response, negative = inhibition, hits mostly inhibitors | 2.8% of 360,000 active; note: potency is the fitted concentration of half-maximal effect; series mostly up to about 57 µM; % is set by controls: 0 for no effect and ±100 for the full control effect; nearly all actives have a fitted effect of over 65% in size
* hit, by the source's call; ? = inconclusive; · = not tested or not shown; [ ] = remark or other dose. Unless noted, calls come from the whole dose curve; as a rule, active = well fitted curve in the direction sought with a large enough effect; inconclusive = small, poorly fitted or top-dose-only effect, or another doubt; inactive = no such curve, though single readings can be large; an effect the other way counts as inactive or inconclusive. Compounds were not picked by outcome; about 4.1% have a hit in one of these screens.

Keys – A = Abeta yeast res; B = WRN inhibitor; C = FUS yeast rescue; D = PI5P4K alpha inh; E = EPAC1 agonist; F = IL2 activator; G = EPAC1 antagonist; H = PLK1 PBD block
> Cc1ccc(N(CC(=O)Nc2ccc3c(c2)OCCO3)S(=O)(=O)c2c(C)noc2C)cc1
  A: -1%	B: -8%	C: -2%	D: 1	E: 12%	F: 0.0	G: -5%	H: -13%

> COc1ccc(S(=O)(=O)N2CCN(CCC(=O)Nc3ccc(F)cc3)CC2)cc1
  A: -11%	B: 14%	C: ·	D: 0	E: 1%	F: -0.3	G: 10%	H: -9%

> COc1ccc([N+](=O)[O-])cc1N(CC(=O)N1CCOCC1)S(C)(=O)=O
  A: -18%	B: 1%	C: 20%	D: 3	E: 3%	F: 0.8	G: -6%	H: ?

> CCC1(c2ccccc2)NC(=O)N(CC(=O)NCC2COc3ccccc3O2)C1=O (stereo unspecified)
  A: 6%	B: 1%	C: 5%	D: 4	E: -7%	F: -3.9	G: 11%	H: 5%

> Cc1ccnc(SCCn2c(N3CCCCC3)nc3c2c(=O)n(C)c(=O)n3C)n1
  A: 0%	B: 10%	C: ·	D: -7	E: -5%	F: -0.3	G: -1%	H: 2%

> O=C(Nc1ccc(Cl)cc1)C1C2CCC3C(CCC21)C3(Cl)Cl (stereo unspecified)
  A: 12%	B: -4%	C: 63%	D: 7	E: 10%	F: 0.1	G: -27%	H: -4%

> CNc1nc(Nc2ccc(Br)cc2)nc(N)c1[N+](=O)[O-]
  A: 11%	B: -27%	C: 16%	D: 3	E: 11%	F: -0.7	G: -21%	H: -13%

> CCOC(=O)C(=O)NNc1ccccc1C
  A: 2%	B: -2%	C: -16%	D: 0	E: 8%	F: 1.7	G: 3%	H: -6%

> COc1ccc(-c2nc(CN3CCC(C(=O)N4CCc5ccccc54)CC3)c(C)o2)cc1OC
  A: 1%	B: 0%	C: -7%	D: 0	E: 2%	F: -3.3	G: -9%	H: -13%

> C[C@H](NC(=O)[C@@H]1CCCN1C(=O)[C@@H]1CCCN1C(=O)c1cccs1)c1ccccc1
  A: -2%	B: 4%	C: 2%	D: -1	E: -2%	F: -0.8	G: -7%	H: 4%

> Cc1nonc1OCCNc1ccc([N+](=O)[O-])cc1[N+](=O)[O-]
  A: ?	B: -8%	C: ·	D: 16	E: -1%	F: 3.7	G: -4%	H: 1%

> O=[N+]([O-])c1ccc(OCCn2cnc3ccccc32)cc1
  A: -8%	B: 4%	C: 14%	D: 17	E: -14%	F: 1.5	G: -15%	H: -1%

> Cc1ccc(-n2c(=O)c3c4c(sc3n3c(C)nnc23)COC(C(C)C)C4)cc1 (stereo unspecified)
  A: 0%	B: -4%	C: -4%	D: -2	E: 1%	F: 0.2	G: 10%	H: 3%

> CC1CCN(C(=O)CCC(=O)N2CC(C)Oc3ccccc32)CC1 (stereo unspecified)
  A: 2%	B: -4%	C: -21%	D: 1	E: -7%	F: -0.5	G: -25%	H: 0%

> COc1ccc2oc(C(=O)OCC(=O)N(CC(C)C)c3c(N)n(Cc4ccccc4)c(=O)[nH]c3=O)c(C)c2c1
  A: 9%	B: -4%	C: ·	D: -12	E: -5%	F: 0.4	G: 5%	H: -2%

> Cc1nc(SCc2ccc(Cl)c(Cl)c2)ncc1C(=O)O
  A: -21%	B: -8%[57.1 µM]	C: -10%	D: 4	E: 4%	F: 0.1	G: ?	H: ?

> Cc1ccc(S(=O)(=O)N2C(=O)C(C)SC2=Nc2ccccc2)cc1 (stereo unspecified)
  A: 0%	B: 0%	C: ·	D: 5	E: -3%	F: -2.0	G: 13%	H: -13%

> COc1cccc(C2CC(c3ccccc3)n3ncnc3N2)c1 (stereo unspecified)
  A: -9%	B: -10%	C: -17%	D: 8	E: -12%	F: -1.7	G: -16%	H: 1%

> CC(=O)c1cc(C(=O)Nc2ccc3ccccc3c2)c(C)o1
  A: 19%	B: 7%	C: 12%	D: -4	E: 8%	F: 0.8	G: -22%	H: -8%

> CN(C(=O)c1ccccc1C(=O)OCC(=O)NC(=O)NC(C)(C)C)C1CCCCC1
  A: -1%	B: 1%	C: 27%	D: 2	E: -11%	F: -1.1	G: -10%	H: 0%

> O=c1cnnc(NCc2ccccc2)[nH]1
  A: 5%	B: -9%	C: 7%	D: -1	E: 3%	F: -2.2	G: 3%	H: -13%

> O=C(NCCO)c1ccc(Cl)c(Cl)c1
  A: 0%	B: 0%	C: -2%	D: 3	E: 0%	F: -1.2	G: -12%	H: 0%

> Cc1cc(C)n(/N=C/c2cccc([N+](=O)[O-])c2)c(=O)c1
  A: 11%	B: -20%	C: 22%	D: 5	E: -4%	F: -0.2	G: 9%	H: -8%

> COc1ccccc1/C=C/C=C1\Oc2c(ccc(O)c2CN2CCN(CCO)CC2)C1=O
  A: -2%	B: -26%	C: 42%	D: -20	E: 100µM*	F: 5.9	G: 118%[activator]	H: 49%[activator]

> CCOC(=O)N1C2=NC(C(=O)OC)=C(C(=O)OC)[C@@H]3Nc4ccccc4[C@]23C[C@H]1C(=O)OC
  A: 0%	B: -4%	C: 4%	D: 10	E: 13%	F: 0.1	G: -15%	H: 2%

> COc1cccc(N2CCN(CC(=O)N3CCN(S(=O)(=O)c4ccc(Cl)cc4)CC3)CC2)c1
  A: 6%	B: 0%	C: 3%	D: 7	E: 4%	F: -3.1	G: 13%	H: -1%

> C/C(=N\NC(=O)C(c1ccccc1)c1ccccc1)c1ccccn1
  A: 16%	B: -2%	C: 6%	D: 10	E: 6%	F: 0.4	G: 5%	H: -2%

> CN(c1ccccc1)S(=O)(=O)c1cccc(NC(=O)C2=NNC(=O)CC2)c1
  A: -2%	B: 1%	C: 9%	D: -3	E: 5%	F: -0.2	G: -17%	H: -10%

> Cc1nc(C)n(CC(=O)N2CCCC(C(=O)c3ccc(C(F)(F)F)cc3)C2)n1 (stereo unspecified)
  A: -12%	B: -1%	C: -4%	D: 1	E: -3%	F: -1.6	G: 17%	H: -3%

> O=C(Nc1ccccc1N1CCOCC1)c1cc(-c2ccco2)nc2ccccc12
  A: 0%	B: -15%	C: 19%	D: ?	E: 4%	F: 0.0	G: ?	H: -12%

> O=C(Nc1ccccc1-c1nc2ccccc2s1)c1cccnc1Cl
  A: 6%	B: -9%	C: 1%	D: ·	E: 6%	F: 0.8	G: 10%	H: 1%

> c1ccc(N=P(c2nc3ccccc3o2)(N2CCOCC2)N2CCOCC2)cc1
  A: -13%	B: -10%	C: -4%	D: ·	E: 8%	F: -1.8	G: -9%	H: -9%

> CCOC(=O)c1oc2ccccc2c1NC(=O)COc1ccc(F)cc1
  A: 3%	B: -3%	C: 10%	D: ·	E: 8%	F: 0.2	G: 13%	H: -7%

> CSc1nc2[nH]c(=O)n(O)c(=O)c2n1Cc1ccccc1
  A: -17%	B: 6%[11.6 µM]	C: 28%	D: ?	E: 5%	F: -0.2	G: -4%	H: -6%

> O=C(c1ccc(COc2ccccc2[N+](=O)[O-])o1)N1CCCCC1
  A: -30%	B: 4%	C: 19%	D: ·	E: 0%	F: 0.2	G: 5%	H: 2%

> COCCc1nnc(NC(=O)C23CC4CC(CC(C4)C2)C3)s1
  A: 25%	B: -19%	C: 9%	D: -5	E: 3%	F: 0.9	G: -4%	H: -7%

> CN(C)S(=O)(=O)c1ccc(C(=O)OCn2nnc3ccccc3c2=O)cc1
  A: -46%[inhibitor]	B: -6%	C: 20%	D: 1	E: -6%	F: 0.5	G: -13%	H: 2%

> CCOC(=O)c1ccc(COC(=O)CCc2nc(-c3ccccc3)c(-c3ccccc3)o2)cc1
  A: -1%	B: -9%	C: 28%	D: ·	E: 15%	F: -3.4	G: -4%	H: -3%

> CC(=O)c1c(C)[nH]c(C(=O)Nc2ccc(C)cn2)c1C
  A: -3%	B: 6%	C: 12%	D: 1	E: -3%	F: -1.8	G: 4%	H: -3%

> CC(=O)c1cccc(N(C(=O)CNC(=O)c2ccco2)C(C(=O)NC2CCCC2)c2ccco2)c1 (stereo unspecified)
  A: -3%	B: 1%	C: 16%	D: -8	E: -3%	F: -1.1	G: -4%	H: -14%

> CCSc1nnc(NC(=O)CC)s1
  A: 7%	B: -3%	C: -23%	D: 6	E: 5%	F: 4.1	G: -13%	H: -14%

> O=S(=O)(c1cccs1)N1CCN(CCOc2ccccc2)CC1
  A: 2%	B: -4%	C: 3%	D: 0	E: 15%	F: -4.1	G: -3%	H: -1%

> CCOC(=O)COc1c(Cl)cc(C2NC(=S)NC(c3ccccc3)=C2C(C)=O)cc1OCC (stereo unspecified)
  A: 3%	B: -3%	C: ·	D: 6	E: 2%	F: 0.5	G: -16%	H: -6%

> CC(=O)N1CCN(C(=O)CSc2cc(C)c(Br)cc2C)CC1
  A: 6%	B: -3%	C: ·	D: 3	E: -9%	F: -1.0	G: -19%	H: -13%

> N#Cc1sc2nc(-c3ccccc3)cc(-c3ccco3)c2c1N
  A: -7%	B: 35µM*	C: 37%	D: -100*	E: -5%	F: 0.0	G: 35µM*	H: ?

> COc1ccc(OCCn2c(NC(=O)c3ccco3)nc3ccccc32)cc1
  A: -8%	B: -4%	C: 9%	D: -3	E: 9%	F: 0.0	G: ?	H: -9%

Reprinted from above (four entries):
Keys – A = Abeta yeast res; B = WRN inhibitor; C = FUS yeast rescue; D = PI5P4K alpha inh; E = EPAC1 agonist; F = IL2 activator; G = EPAC1 antagonist; H = PLK1 PBD block
> CCOC(=O)COc1c(Cl)cc(C2NC(=S)NC(c3ccccc3)=C2C(C)=O)cc1OCC (stereo unspecified)
  A: 3%	B: -3%	C: ·	D: 6	E: 2%	F: 0.5	G: -16%	H: -6%

> CC(=O)N1CCN(C(=O)CSc2cc(C)c(Br)cc2C)CC1
  A: 6%	B: -3%	C: ·	D: 3	E: -9%	F: -1.0	G: -19%	H: -13%

> N#Cc1sc2nc(-c3ccccc3)cc(-c3ccco3)c2c1N
  A: -7%	B: 35µM*	C: 37%	D: -100*	E: -5%	F: 0.0	G: 35µM*	H: ?

> COc1ccc(OCCn2c(NC(=O)c3ccco3)nc3ccccc32)cc1
  A: -8%	B: -4%	C: 9%	D: -3	E: 9%	F: 0.0	G: ?	H: -9%
